From PubChem BioAssay
OXTR agonist: activates the human oxytocin receptor; activation, % at 3 µM; CHO-OTR cells, Fluo-8 calcium fluorescence; normalized: DMSO 0%, oxytocin 100%; actives 0.32% (n = 320,000); AID 2435; P30559;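 active = activation above the mean of all tested compounds plus 3 SD, cutoff set per screening run, cut at about 20% in these data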;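 note: peak over basal fluorescence ratio from a 100 s FLIPR kinetic read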
Target sequence (P30559 whole entry, looked up): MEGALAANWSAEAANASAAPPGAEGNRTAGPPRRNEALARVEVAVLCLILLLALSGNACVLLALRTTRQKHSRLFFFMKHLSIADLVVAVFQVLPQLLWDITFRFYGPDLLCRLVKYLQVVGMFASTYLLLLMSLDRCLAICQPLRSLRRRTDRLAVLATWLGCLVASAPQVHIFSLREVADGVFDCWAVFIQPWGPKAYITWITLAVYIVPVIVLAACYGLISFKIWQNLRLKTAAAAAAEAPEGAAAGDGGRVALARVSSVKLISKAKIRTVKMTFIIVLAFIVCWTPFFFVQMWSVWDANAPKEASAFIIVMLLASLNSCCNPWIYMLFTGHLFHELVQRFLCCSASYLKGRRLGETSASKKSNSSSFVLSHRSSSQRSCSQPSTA
M1 antag: antagonists of human M1 muscarinic receptor. actives 1.3% (n = 360,000). CHO-K1 hM1, Fluo-8 calcium fluorescence, ACh EC80 antagonist. AID 588852. inhibition, % at 3 µM;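 active = percent inhibition above its own plate's cutoff, namely the mean of that plate's compound wells plus 3 SD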;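 note: peak over basal fluorescence ratio during 140 s after agonist addition; 0% = ACh EC80 plus DMSO and 100% = DMSO alone without agonist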
Target sequence (P11229 whole entry, looked up): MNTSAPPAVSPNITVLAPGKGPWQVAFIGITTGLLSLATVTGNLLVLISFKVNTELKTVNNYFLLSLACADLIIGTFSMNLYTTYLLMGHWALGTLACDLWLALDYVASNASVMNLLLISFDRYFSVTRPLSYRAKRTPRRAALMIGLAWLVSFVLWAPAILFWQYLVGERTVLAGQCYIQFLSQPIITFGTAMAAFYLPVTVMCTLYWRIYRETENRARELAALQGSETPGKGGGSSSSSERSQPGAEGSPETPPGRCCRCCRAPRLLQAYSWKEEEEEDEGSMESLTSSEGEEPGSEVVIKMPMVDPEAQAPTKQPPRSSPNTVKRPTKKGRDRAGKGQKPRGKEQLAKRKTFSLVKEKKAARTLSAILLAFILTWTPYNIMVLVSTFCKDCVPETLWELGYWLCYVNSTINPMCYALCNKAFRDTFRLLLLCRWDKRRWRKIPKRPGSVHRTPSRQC
OXTR potentiator: potentiates the human oxytocin receptor response; activation, % at 3 µM; actives 0.061% (n = 320,000); CHO-OTR cells, Fluo-8 calcium fluorescence, potentiator mode; 0% = oxytocin EC15, 100% = EC100;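 active = activation above that plate's cutoff, the mean activation of tested compounds plus 3 SD, cut at about 6.6% in these data, passing the limit was not always enough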;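 note: 100% uses oxytocin at 75 nM as the full agonist control; some results filed as inactive read as strong as hits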
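Assay system: CHO-OTR cells, human receptor / Also added: oxytocin at about EC15, sub-maximal agonist stimulus / Dosing: single dose, 3.0 µM nominal final compound concentration / Incubation: 6 min pre-incubation, 100 s read / Technique: Fluo-8 calcium dye fluorescence / Read-out: % activation vs EC15 and EC100 oxytocin / Benchmarks: EC15 oxytocin low, 75 nM oxytocin high / Replicates: singlicate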
TAAR1 antag: antagonists of human TAAR1; inhibition, % at 3 µM; actives 1.5% (n = 360,000); CHO RD-HGA16 TAAR1, Fluo-8 calcium fluorescence, antagonist;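 active = inhibition above a per-plate cutoff, the mean inhibition of test compounds on that plate plus 3 SD, cut at about 49% in these data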;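 note: 0% = DMSO plus EC80 beta-PEA response and 100% = DMSO alone without agonist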
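System: CHO RD-HGA16 cells bearing hTAAR1. Reagent: EC80 β-phenethylamine stimulus. Schedule: seeding 17-24 h prior, 75-min 37 °C, 30-min RT dye loading. Signal: Fluo-8 intracellular calcium dye fluorescence, real-time kinetic reads. Read-out: % inhibition from peak post-agonist over basal fluorescence ratio. Benchmarks: vehicle wells and EC80 agonist wells. Replicates: n of 1.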
CHRM1 PAM: positive allosteric modulators of human M1 muscarinic receptor; P11229; activation, % at 3 µM; AID 588819; CHO-K1 hM1, Fluo-8 calcium fluorescence, ACh EC20; 0% = ACh EC20, 100% = maximal ACh; actives 0.088% (n = 360,000); in the data active = activation above about 19%, passing the limit was not always enough
TAAR1 agonist: human TAAR1 agonism; CHO RD-HGA16 TAAR1, Fluo-8 calcium fluorescence; vehicle wells 0%, saturating PEA agonist 100%; activation, % at 3 µM; actives 0.99% (n = 360,000); AID 624467;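 active = activation above the mean activation of all test compounds in the run plus 3 SD, cut at about 38% in these data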
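Test system: RD-HGA16 (CHO) cells co-expressing Gα16 and hTAAR1; dosing: one-point dosing at 3 µM (nominal); timing: 17-24 h seeding, 75 min 37 °C dye, 30 min RT; signal: kinetic Fluo-8 calcium fluorescence; read-out basis: % activation relative to PEA EC100 response; controls: DMSO and PEA EC100; replicates: n 1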
V1aR counter: counter-screen for oxytocin receptor agonists: human V1a receptor agonists; activation, % at 3 µM; actives 0.25% (n = 320,000); P37288; CHO-V1R cells, Fluo-8 calcium fluorescence, agonist mode; 0% DMSO, 100% 3 nM vasopressin; AID 2797;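 active = activation above the mean activation of all tested compounds plus 3 SD, per screening run, cut at about 20% in these data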;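 note: signal is peak over basal fluorescence ratio across a 100 second FLIPR read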
CHO parental Ca: counter-screen for OX1R antagonists: effect in parental CHO cells; parental CHO-K1, ATP-induced calcium, Fluo-8 fluorescence; inhibition, % at 5.6 µM; actives 0.63% (n = 330,000);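 active = inhibition above that plate's mean sample inhibition plus 3 SD, cut at about 26% in these data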;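 note: 0% = ATP-challenged DMSO wells and 100% = DMSO wells without ATP; some compounds past the cut are filed as inactive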
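material = parental CHO cells | also added = ATP as calcium-mobilizing challenge | dosing = single point at 5.6 µM | detection = intracellular calcium via Fluo-8 no-wash fluorescent dye | read-out = % inhibition | benchmarks = low control ATP plus DMSO, high control DMSO only | repeats = one well per compound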
CHRM1 agonist: agonists of human M1 muscarinic receptor; AID 588814; actives 0.33% (n = 360,000); P11229; activation, % at 3 µM; CHO-K1 hM1, Fluo-8 calcium fluorescence, agonist mode; 0% DMSO, 100% acetylcholine EC100;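 active = activation above the run's mean compound activation plus 3 SD, cut at about 16% in these data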;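 note: peak over basal fluorescence ratio within a 140 s kinetic read after compound addition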
Starred values were filed as active, the others as inactive; · = not tested or not shown.

The first two compounds (preview)
Values in the order: M1 antag	OXTR potentiator	CHRM1 PAM	CHRM1 agonist	OXTR agonist	CHO parental Ca	TAAR1 antag	TAAR1 agonist	V1aR counter
1. COc1ccccc1NC(=O)c1cc(Sc2nncn2C)nc2ccccc12
→ -19	-2	10	-2	-0.8	-30	1	4	5.0
2. CSc1ccc(/C=C(/NC(=O)c2ccccc2)C(=O)NCCCn2ccnc2)cc1
→ -8	0	6	-9	1.2	-4	-13	-2	0.0

The list itself, from the first entry:
Values in the order: M1 antag	OXTR potentiator	CHRM1 PAM	CHRM1 agonist	OXTR agonist	CHO parental Ca	TAAR1 antag	TAAR1 agonist	V1aR counter
1. COc1ccccc1NC(=O)c1cc(Sc2nncn2C)nc2ccccc12
→ -19	-2	10	-2	-0.8	-30	1	4	5.0
2. CSc1ccc(/C=C(/NC(=O)c2ccccc2)C(=O)NCCCn2ccnc2)cc1
→ -8	0	6	-9	1.2	-4	-13	-2	0.0
3. C[C@H](CO)N1C[C@H](C)[C@@H](CN(C)Cc2ccc(C(=O)O)cc2)Oc2c(NS(=O)(=O)c3ccc(F)cc3)cccc2C1=O
→ -1	-4	-2	-2	0.4	-5	7	2	0.9
4. Cc1nc(SCC(=O)OCc2ccccc2)c2c(=O)n(C)c(=O)n(C)c2n1
→ -8	-6	4	-1	-0.3	3	5	3	0.3
5. CC1CCCN(c2cc(N(C)CCO)c([N+](=O)[O-])c3nonc23)C1 (configuration not stated)
→ -1	-2	9	-5	0.3	9	-11	-2	0.4
6. CN(C)S(=O)(=O)c1cccc(NC(=O)/C=C/c2ccc(S(=O)(=O)N3CCOCC3)cc2)c1
→ 13	-11	-15	-2	2.1	5	18	7	5.2
7. O=c1c(/C=N\NS(=O)(=O)c2ccccc2)coc2ccc(Cl)cc12
→ 3	-11	0	-1	0.2	-4	59*	9	2.4
8. CCOC(=O)C(CC)(CC)C(=O)/C=C/c1ccc(Br)cc1
→ 3	-3	-1	-3	-0.7	-12	46	14	-0.8
9. CCOc1cc(C(=O)Nc2ccc(N3CCN(C(C)=O)CC3)cc2)cc(OCC)c1OCC
→ -6	-5	1	-3	-1.5	-15	-20	1	-0.5
10. Cc1[nH]c(C)c(S(=O)(=O)NCc2ccc(N(C)C)cc2)c1C(=O)N1CCCC1
→ 19	-2	-1	0	0.8	-9	-12	2	-0.3

Values in the order: M1 antag	OXTR potentiator	CHRM1 PAM	CHRM1 agonist	OXTR agonist	CHO parental Ca	TAAR1 antag	TAAR1 agonist	V1aR counter
11. CCc1ccc(NC(=O)C(C)OC(=O)CN2C(=O)NC3(CCCC3)C2=O)cc1 (configuration not stated)
→ -11	1	2	-3	-0.1	-23	-11	4	1.6
12. CCOC(=O)CSc1nnc(NCC(=O)OC)c(=O)[nH]1
→ 4	0	1	-4	0.9	-3	-8	8	-1.2
13. NS(=O)(=O)c1ccc(CCNC(=O)c2coc3ccccc3c2=O)cc1
→ -4	2	5	-9	0.4	-9	5	6	2.3
14. CC(C)c1ccc(C(O)c2nc3ccccc3n2C)cc1 (configuration not stated)
→ 2	-5	-8	-4	2.8	-7	-11	14	3.9
15. Cc1cc(NC(=NC2CC2)c2ccccc2F)n(-c2ccccc2)n1
→ 0	-4	9	-2	-1.4	-14	13	6	-0.6
16. COC(CNC(=O)c1cn(C)c2ccc(S(=O)(=O)N3CCOCC3)cc2c1=O)OC
→ -14	-6	12	-3	-0.3	-7	-28	1	-0.3
17. Cc1cc(NS(=O)(=O)c2ccc(NC(=O)c3ccccc3F)cc2)no1
→ 14	-1	8	4	1.9	-8	-7	10	1.9
18. OC1CCN(c2ncnc3nc[nH]c23)CC1
→ -12	-4	7	-2	0.9	0	18	0	1.2
19. COc1ccc(/C=N/OC(=O)Nc2ccccc2OC)cc1
→ -3	-3	9	-2	-1.2	-9	3	0	0.5
20. COc1cccc(-c2cnc(C(O)c3ccc(F)cc3)[nH]2)c1 (configuration not stated)
→ -5	·	-2	0	·	·	-5	1	·

Values in the order: M1 antag	OXTR potentiator	CHRM1 PAM	CHRM1 agonist	OXTR agonist	CHO parental Ca	TAAR1 antag	TAAR1 agonist	V1aR counter
21. CCc1nnc(NC(=O)c2ccc(S(=O)(=O)N(C)Cc3ccccc3)cc2)o1
→ -9	-7	16	2	-0.3	-10	-17	5	1.1
22. C/C(=N\NC(=O)COc1ccc(C(C)(C)C)cc1)c1ccc(N2CCOCC2)cc1
→ 1	1	2	-9	-0.3	-21	-4	6	1.4
23. COc1ccccc1C(=O)COC(=O)c1ccccc1OCC(=O)Nc1ccc(SC(F)F)cc1
→ 11	-9	-4	-5	0.4	-15	32	11	0.6
24. O=C(Nc1ncc([N+](=O)[O-])s1)c1cccc([N+](=O)[O-])c1
→ -4	-22	-5	3	18	13	1	14	9.7
25. COc1cccc(CNC(C)C(=O)Nc2ccc3c(c2)OCCO3)c1 (configuration not stated)
→ 15	-2	-6	-6	1.1	-11	-20	4	1.0
26. CC(C)(C)OC(=O)NCCCC[C@H](NC(=O)c1nc[nH]c1C(=O)NCc1ccc(CNC(=O)OC(C)(C)C)cc1)C(=O)OC(C)(C)C
→ 7	-15	-3	-5	-0.2	-26	29	5	-0.3
27. Cn1cccc1/C=N/n1c(-c2ccco2)n[nH]c1=S
→ 4	0	1	-5	-0.1	-6	4	2	-0.9
28. CC(C)(C)c1ccc(CNc2cc(N3CCOCC3)ccc2[N+](=O)[O-])cc1
→ 6	-7	-7	-3	-1.1	-6	-25	-2	-0.1
29. O=C(CSc1ncn[nH]1)Nc1nnc(-c2ccccc2)s1
→ -4	-9	3	-3	-1.7	-4	·	·	0.2
30. CCOCc1c(C(=O)OCC(=O)Nc2ccccc2C(N)=O)oc2ccccc12
→ 5	-9	-4	-1	2.5	-22	34	10	2.7

Values in the order: M1 antag	OXTR potentiator	CHRM1 PAM	CHRM1 agonist	OXTR agonist	CHO parental Ca	TAAR1 antag	TAAR1 agonist	V1aR counter
31. CC(=O)c1c(N2CCN(c3ccc(F)cc3)CC2)nc(=S)n(Cc2ccccc2)c1C
→ 3	-5	-19	-15	-1.5	-23	-5	1	-0.9
32. Nc1ncc(Br)cc1Br
→ -14	-8	9	-4	0.0	-3	-12	7	-0.4
33. CCC(C)NC(=O)C1CCN(C(=O)COc2ccc3c4c(c(=O)oc3c2C)CCCC4)CC1 (configuration not stated)
→ 18	-4	17	11	-0.8	15	0	7	0.3
34. O=C(NC1CCCC1)c1cc(=O)[nH]c2ccccc12
→ -5	-4	19	4	0.0	-2	5	4	1.1
35. CCCc1cc(=O)oc2cc(OCC(=O)Nc3ccc(CN4CCOCC4)cc3)c(Cl)cc12
→ -8	2	6	-6	-0.7	-20	-11	7	0.2
36. O=C(Nc1ccc(F)cc1)c1ccccc1NC(=O)C1CC=CCC1C(=O)O (configuration not stated)
→ -7	·	2	-2	·	·	-9	0	·
37. COc1cccc(OC)c1C(=O)NC(C)CCc1ccccc1 (configuration not stated)
→ -6	-10	9	-2	-2.4	-12	-7	0	-0.9
38. CC1=C(C(=O)Nc2ccccc2)C(c2cccc([N+](=O)[O-])c2)Nc2nc3ccccc3n21 (configuration not stated)
→ 1	1	3	-5	-0.1	-1	11	5	1.3
39. Oc1ccc(Cc2ccc(Cl)cc2)c(O)c1
→ -2	-2	1	-2	4.1	2	-3	1	1.4
40. Cc1cc(C)n(-c2nc3ccccc3nc2Nc2ccc3[nH]c(=O)[nH]c3c2)n1
→ -11	-5	9	-2	-1.4	21	-8	11	-0.8

Values in the order: M1 antag	OXTR potentiator	CHRM1 PAM	CHRM1 agonist	OXTR agonist	CHO parental Ca	TAAR1 antag	TAAR1 agonist	V1aR counter
41. NCCN=C1NS(=O)(=O)c2ccccc21
→ -4	-4	7	-7	0.0	3	2	3	-0.6
42. CCOc1cc(C(=O)Nc2cc(C)ccc2C)ccc1OCC(=O)N1CCCCC1
→ -4	-1	0	-6	0.1	-21	-6	32	1.3
43. O=c1ccc(S(=O)(=O)N2CCCC2)c[nH]1
→ -15	-5	17	4	3.9	2	-11	4	1.0
44. FC(F)(F)c1cccc(CC2CN(Cc3ccccc3)Cc3ccccc3N2c2cc(Cl)cc(Cl)c2)c1 (configuration not stated)
→ -11	·	4	-3	·	·	-15	7	·
45. C=CCN(Cc1nc(-c2ccccc2)no1)C(=O)c1ccoc1C
→ -16	-2	10	-3	-0.9	-13	-7	6	1.8
46. COc1ccc(/C=N/NC(=O)c2ccn[nH]2)cc1CN1CCOCC1
→ -5	-2	7	-5	1.5	-4	-17	0	0.1
47. COc1cccc(CNC(=O)C2=C(C)C(=O)OC23CCC(C)CC3)c1 (configuration not stated)
→ -9	-20	10	-3	-1.3	-21	0	-1	-1.1
48. CC(Sc1ncn[nH]1)C(=O)Nc1ccc(Cl)cn1 (configuration not stated)
→ -5	-3	9	-3	-1.3	-12	-7	0	6.4
49. CCn1c(SCC(=O)N2CCN(c3ccccc3F)CC2)nnc1-c1ccoc1C
→ -19	-12	8	-3	-2.0	-26	5	2	1.1
50. S=C(Nc1ccccc1)N1CCn2c1nc1ccccc12
→ 6	-1	-6	-5	0.2	-7	2	7	0.4

Values in the order: M1 antag	OXTR potentiator	CHRM1 PAM	CHRM1 agonist	OXTR agonist	CHO parental Ca	TAAR1 antag	TAAR1 agonist	V1aR counter
51. COc1ccc(-c2cc(C3CC3)nc3sc(C#N)c(N)c23)cc1
→ 18	-3	-2	-1	-1.3	-14	34	-1	-0.8
52. Cc1cc(N2CCOCC2)nc2ccc(NC(=O)C3CCC(C)CC3)cc12 (configuration not stated)
→ -5	-4	4	-3	-0.9	-4	6	0	-0.1
53. COC(=O)c1cccc(S(=O)(=O)N(Cc2ccco2)Cc2cc3cc(OC)c(OC)cc3[nH]c2=O)c1
→ 7	-4	-3	-11	-1.9	-19	22	9	0.3
54. CCOC(=O)c1cc(C#N)c(SC)nc1C
→ -13	-1	9	-3	-2.7	-6	-4	0	0.1
55. C=CCn1c(CNc2ccc(C)cc2)nnc1SCC(=O)N/N=C/c1ccc(O)cc1
→ -7	-3	2	-3	-1.9	-13	-1	-1	0.4
